# KCNH2 WT inh: inhibitors of human wildtype KCNH2 potassium channel; U2OS, BacMam KCNH2, thallium flux FluxOr; active compounds read low; activity change, % at 1.84 µM; 340,000 compounds, 0.37% hits; AID 720551;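 active = maximum activity change below -70%; inconclusive = maximum activity change between -70% and -50%; inactive = maximum activity change above -50%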; note: % is set by controls: 0 for no effect and ±100 for the full control effect
#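 U2OS cells were transduced with wild-type KCNH2 virus (2.03 x 10^8 / mL) for 4 h at room temperature, then cultured overnight at 37 C. Thallium flux was read with FluxOr dye. Rate constants were normalized to DMSO controls.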
# MBNL1-CUG inh: blocks human MBNL1 binding to CUG repeat RNA | TR-FRET MBNL1-His/biotin-(CUG)12 binding, 665/545 ratio | Potency, µM (doses to about 57.5 µM), without a hit: top-dose activity change, negative = inhibition, most hits filed as inhibitors | 280,000 compounds, 0.036% hits; active = well fitted inhibition curve with a large enough effect in the signal ratio, with a control signal flat, not every such curve was filed as active; inconclusive = small, poorly fitted or top-dose-only effect, or effect the other way, or a change in a side signal; inactive = no such curve, though single readings can be large or run the other way; the % refers to the signal ratio; note: potency is the fitted concentration of half-maximal effect; % is set by controls: 0 for no effect and ±100 for the full control effect
#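 Ratiometric TR-FRET (665 over 545 nm, excitation 340 nm) tracks disruption of MBNL1-His/biotin-(CUG)12 complex after 60 min at room temperature, with compounds at 92 nM to 58 uM final.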
# CXXC DNA block: inhibitors of human MLL CXXC domain-DNA interaction. Q03164. MLL-CXXC / FITC-HOXA9 DNA fluorescence polarization. Potency, µM (series often up to 115 µM), for inactives: at the top dose activity change, negative = inhibition, usual class: inhibitors. 290,000 compounds, 0.037% hits. AID 2662; active = well fitted inhibition curve with a large enough effect in the polarisation, with a control signal flat, not every such curve was filed as active; inconclusive = small, poorly fitted or top-dose-only effect, or effect the other way, or a change in a side signal; inactive = no such curve, though single readings can be large or run the other way; the % refers to the polarisation; note: potency is the fitted concentration of half-maximal effect
#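 Fluorescence polarization: 7 uM MLL-CXXC (stock) preincubated 5 min with compounds, then 50 nM fluorescein-HOX-A9 DNA (stock) added; 30 min ambient. Buffer 50 mM Tris-HCl pH 7.5, 50 mM NaCl, 1 mM DTT, 0.05% BSA.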
# a7 integrin act: activators of alpha7 integrin expression for muscular dystrophy; Potency, µM (doses to about 38.3 µM), without a hit: at the highest dose activation, usual class: activators; alpha7betagal myoblasts, beta-gal FDG fluorescence, 48 h; 350,000 compounds, 0.064% hits;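 note: potency is the fitted concentration of half-maximal effect; 100% = response of the positive control SU9516; nearly all actives have a fitted effect of over 60% in size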
#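 alpha7betagal+/- myoblasts (passage 13, 250/well) treated 48 h at 37C with compounds at 1:260 dilution of DMSO stock. Lysed, then beta-galactosidase activity read as FDG fluorescence (ex 480/em 540) after 30 min, with pre-read for autofluorescence.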
# A-T KAP1 phos: candidate therapy for ataxia-telangiectasia. Potency, µM (titrated, usually from 57.5 µM), for inactives: at the top dose activation, usual class: activators. 320,000 compounds, 0.19% hits. AID 485349. […] A-T fibroblasts, KAP-1 phosphorylation AlphaLISA; neocarzinostatin DNA damage 30 min before lysis; note: potency is the fitted concentration of half-maximal effect; % of control where 0% means no effect; nearly all actives have a fitted effect of over 45% in size
#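 ATM-like activity read as KAP-1 phosphorylation via AlphaLISA donor/acceptor antibody pairs after lysis and 6 hr at 25C. Cells were ATM-null patient fibroblasts ([…], hTERT), dosed 60 min, then exposed to the DSB inducer NCS for 30 min.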
# GALK inh: galactokinase (human) inhibition; Purified GALK, Kinase-Glo residual ATP luminescence; 270,000 compounds, 0.007% hits; Potency, µM (top dose mostly 57.5 µM), for inactives: at the top dose activity change, negative = inhibition, actives largely listed as inhibitors; AID 1868; note: potency is the fitted concentration of half-maximal effect; % is set by controls: 0 for no effect and ±100 for the full control effect
#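 Luminescence from leftover ATP (Ultra-Glo luciferase/luciferin) served as read-out after a 1 h room-temperature reaction of 5 nM GALK with 35 uM ATP and 100 uM galactose.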
# KCNH2 3.1 block: inhibitors of human KCNH2 3.1 potassium channel isoform; U2OS KCNH2 3.1, thallium flux FluxOr; active compounds read low; activity change, % (tested at about 1.8 µM); 340,000 compounds, 0.95% hits;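 active = maximum activity change below -70%; inconclusive = maximum activity change from -70% to -50%; inactive = maximum activity change above -50%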;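 note: thallium influx rate constant from kinetic fluorescence after stimulation buffer; % is set by controls: 0 for no effect and ±100 for the full control effect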
#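 FluxOr-based Tl+ influx in U2OS cells transduced with KCNH2 3.1 virus; rate constants normalized to DMSO controls.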
# TRPV1 ag: agonists of human vanilloid receptor 1 (TRPV1). Q8NER1. TRPV1-expressing cells, Fluo-8 calcium influx, agonist mode. activation, % at 8.33 µM. 320,000 compounds, 0.19% hits. AID 540275; in the data active = activation above about 80%; inconclusive = between about 30% and that limit; note: 0% is about no effect
#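 Cells expressing TRPV1 were dye-loaded with Fluo-8 and read kinetically: 10 s baseline, 3 min after compound (agonist portion), then 2 min after EC20 capsaicin (allosteric enhancer portion). Calcium-bound dye fluorescence at 480/520 nm.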
# S-ASM inh: blocks human secretory acid sphingomyelinase; P17405; placental ASM, HMU-PC fluorogenic substrate, 60 min; Potency, µM (titrated, usually from 57.5 µM), without a hit: at the top dose activity change, negative = inhibition, most hits filed as inhibitors; 340,000 compounds, 0.006% hits; note: potency is the fitted concentration of half-maximal effect
#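 Fluorogenic HMU-PC substrate (9 uM final) is turned over by placental ASM in 60 min at 37 C after a 10 min compound preincubation. Reaction ended by alkaline stop (pH 10), with fluorescence read at 386/447 nm.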
# FBPA coupling cs: inhibits coupling enzyme system, counter-screen for aldolase hits | AID 2472 | 290,000 compounds, 0.67% hits | coupling enzyme system counterscreen, AmpLite Red fluorescence | activity change, negative = inhibition, % at 58.2 µM, hits read low; in the data active = activity change below about -30%; note: % is set by controls: 0 for no effect and ±100 for the full control effect
#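 Counterscreen of the coupled detection system alone, without aldolase: glyceraldehyde-3-phosphate coupling enzymes plus AmpLite Red readout. Compounds at 57.5 uM final, 10 min RT preincubation, 20 min RT reaction, fluorescence 525/598 nm.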
# Starred values were filed as active, the others as inactive; u = inconclusive; x = not tested or not shown; [ ] = dose if it differs, or a comment. Unless noted, calls come from the whole dose curve; as a rule, active = well fitted curve in the direction sought with a large enough effect; inconclusive = small, poorly fitted or top-dose-only effect, or another doubt; inactive = no such curve, though single readings can be large; an effect the other way counts as inactive or inconclusive.
Structure,KCNH2 WT inh,MBNL1-CUG inh,CXXC DNA block,a7 integrin act,A-T KAP1 phos,GALK inh,KCNH2 3.1 block,TRPV1 ag,S-ASM inh,FBPA coupling cs
Cc1ccc(NC(=S)Nc2cccc3ccccc23)cc1F,-1,41%[activator],3%,-28%,25%,3%,-5,-13,-4%,-1
CC1C=CCC2C(=O)N(c3cccc(C(=O)NCCc4ccccc4)c3)C(=O)C12 (stereo not given),x,2%,28%,u,5%,0%,-2,7,-3%,1
Cc1csc2c(=O)n3c(nc12)CCCCC3,-4,-4%,-9%,-4%[7.66 µM],-1%,-2%,-5,-1,3%,1
Nc1ncnc2nc(SCCc3ccccc3)[nH]c12,4,-6%,9%,15%,3%,3%,9,-2,2%,0
COc1cccc(C2C(C#N)=C(N)Oc3cc(C)[nH]c(=O)c32)c1OC (stereo not given),8,-8%,-6%,11%,5%,-1%,19,-3,-1%,-3
COc1ccc(OC)c(NC(=O)Cn2cccc2)c1,21,2%,-4%,22%,-12%,-1%,5,x,6%,4
Nc1c(N(Cc2ccccc2)C(=O)COc2cccc(Cl)c2)c(=O)[nH]c(=O)n1Cc1ccccc1,9,x,x,-39%,-3%,x,1,3,2%,x
COc1cccc(C2CC(c3c(Cl)cccc3Cl)n3nc(N)nc3N2)c1 (stereo not given),-2,-5%,3%,8%,-3%,0%,-4,-3,4%,1
Cc1cc2ccccn2c1C(=O)c1ccc(C#N)cc1,1,u,-6%,4%,-3%,0%,-8,0,-12%,0
CCN(CC)S(=O)(=O)c1ccc(NC(=S)NC(=O)C2CCC2)cc1,0,-8%,-5%,1%,28%,5%,5,8,-4%,-2
C/C(CCc1ccccc1)=N\NC(=O)CCc1ccccc1,2,3%,-12%,15%,-5%,-2%,-10,6,4%,-1
CC1CC2=C(NC(=S)NC2c2ccc(F)cc2)/C(=C/c2ccc(F)cc2)C1 (stereo not given),7,13%,17%,38%,-6%,7%,-18,0,-6%,2
Cc1nn(-c2ccc3nnc(Br)n3n2)c(C)c1Br,x,11%,-4%,x,3%,0%,x,-1,x,0
CC(C)c1cc(C(=O)Nc2ccc3c(c2)OCO3)no1,1,u,5%,11%,-5%,3%,30,u,4%,-2
Cc1ccn(CCC(=O)N2CCCC(CCC(=O)N3CCN(c4ccccn4)CC3)C2)n1 (stereo not given),5,-6%,10%,2%,2%,4%,-6,-1,-2%,2
CC(C)Cc1nnc(NC(=O)CSc2ccccn2)s1,-1,-2%,4%,32%,x,4%,2,13,3%,4
CCCCCc1c(O)c2ccccc2[nH]c1=O,-4,-4%,2%,8%,3%,0%,8,-1,6%,0
COc1ccc(Cl)cc1NC(=O)CCc1nnc2ccc(N3CCC4(CC3)OCCO4)nn12,-1,228%[activator],3%,23%,-16%,-1%,17,-4,3%,0
Cc1cc(C)n(-c2c(C)[nH]c3ccccc23)n1,13,0%,1%,-21%,5%,8%,-10,9,9%,-1
Cc1nn(C)c(C)c1S(=O)(=O)N1CCC(CO)(Cc2ccc(Cl)cc2)CC1,5,4%,u,-3%,-1%,-3%,-16,2,17%,-2
CN(C)c1ncnc2sc(-c3ccccc3)cc12,-6,u,8%,u,2%,-1%,2,u,-7%,x
O=C(NCc1ccco1)c1cccc2c1C(=O)c1ccc(N3CCCC3)cc1S2(=O)=O,-11,x,x,9%,-4%,x,-20,x,-17%,x
[O-]/C(=C(\C(=S)Nc1cccc2ccccc12)[n+]1ccccc1)c1cccs1,-1,16%,11%,4%,-5%,2%,7,-1,-2%,-16
COCCn1c(N)c(Sc2ccc([N+](=O)[O-])cc2)c(=O)[nH]c1=O,5,u,-7%,-20%,1%,0%,-29,-3,-6%,1
NC(=O)C(c1ccc(Cl)cc1)c1ccc(Sc2ccc(Cl)cc2)nn1 (stereo not given),11,9%,-4%,-15%,x,2%,-30,-1,-3%,-1
CC12CCC(=O)N1C(C(=O)Nc1cccc(S(=O)(=O)N3CCCCCC3)c1)CS2 (stereo not given),4,x,x,-21%,33%,x,3,-1,3%,x
O=C(O)/C(=C/c1ccc(Cl)c([N+](=O)[O-])c1)c1ccc(S(=O)(=O)N2CCCCC2)s1,-6,x,x,-15%,x,x,-4,x,0%,x
CCOC(=O)Cc1c(C)nc2c(C#N)c[nH]n2c1=O,25,11%,7%,20%,1%,6%,10,0,19%,0
CN(CC(=O)Nc1cccnc1)S(=O)(=O)c1ccccc1,-20,2%,-6%,20%,-2%,1%,-21,3,0%,0
CCC(C)NC(=O)N1c2ccccc2Sc2ccccc21 (stereo not given),2,x,-9%,19%,8%,0%,-5,10,-5%,3

# Next part
Structure,KCNH2 WT inh,MBNL1-CUG inh,CXXC DNA block,a7 integrin act,A-T KAP1 phos,GALK inh,KCNH2 3.1 block,TRPV1 ag,S-ASM inh,FBPA coupling cs
COc1ccc(CNC(=O)C(C)N2C(=O)COc3ccc(C)cc32)c(OC)c1 (stereo not given),27,-7%,3%,21%,0%,x,-13,-1,6%,1
CC1CN(C(=O)c2c(Br)cnn2C)CC(C)O1 (stereo not given),1,-6%,13%,-28%,-2%,1%,-1,5,1%,2
CC(C)CSc1nc2c(=O)[nH][nH]c(=O)c2n1Cc1ccccc1,-14,0%,-4%,28%,-4%,1%,12,-5,-7%,12
CCCCNC(=O)C1CCN(c2nc(C)cc(C)n2)CC1,x,4%,1%,-12%,0%,0%,0,-5,-1%,0
Cc1cc(NC(=O)CSc2nc3cc(Cl)ccc3s2)no1,-3,2%,16%,21%,-1%,-1%,-10,3,1%,0
CCOC(=O)CSc1nc2cc(C(=O)N3CCC(C(N)=O)CC3)ccc2c(=O)n1C1CCCCC1,9,-8%,-5%,-4%,-3%,-3%,7,u,-1%,-2
CCOC(=O)C(/C=C(\C#N)C(=O)OCC)=C(/N)N1CCN(c2c(C)cccc2C)CC1,13,1%,10%,11%,-6%,0%,10,6,0%,-1
CC(C)Cc1nc(N2CCN(C(=O)c3ccco3)CC2)c(C#N)c2c1CCCC2,-14,-1%,-1%,-32%,4%,-3%,-38,u,-1%,3
CCOc1ccc(N(CC(=O)N/N=C/c2cc([N+](=O)[O-])ccc2Cl)S(C)(=O)=O)cc1,-1,u,-1%,-33%,-4%,0%,u,3,-15%,4
COC(=O)c1cn(Cc2ccccc2C)nn1,-15,-9%[11.5 µM],-4%,15%,-1%,x,25,-1,8%,2
Cc1ccc(Cn2c(C3CCCN3c3nc(-c4cc(Cl)c(N)c(Cl)c4)cs3)nc3cc(Cl)c(Cl)cc32)cc1 (stereo not given),7,x,x,0%,x,x,-4,x,-3%,x
Cc1ccc(S(=O)(=O)N2CN(CC3CCCO3)c3nc4ccccc4nc32)c(C)c1 (stereo not given),1,5%,1%,11µM*,2%,3%,7,16,2%,x
COc1cc2c(c(OC)c1OC)-c1c(cc(OC)c(OC)c1OC)C[C@](C)(O)[C@@H](C)C2,14,-10%,10%,3%,26%,0%,-19,-1,7%,0
COc1ccc(OCC(=O)NCCC2=CCCCC2)c([N+](=O)[O-])c1,x,21%,1%,u,2%,2%,-18,27,-2%,-1
Cc1ccc(NC(=O)c2ccc(C)c(NC3=NC4CS(=O)(=O)CC4S3)c2)cc1C (stereo not given),-8,-8%,x,-5%,-6%,x,13,0,-1%,-1
Cc1cc(Cl)c(S(=O)(=O)Nc2ccc(Cl)cn2)cc1OCC(N)=O,-8,1%,-7%,8%,x,1%,0,-2,-1%,1
Cc1cc(F)ccc1S(=O)(=O)N1CCC2(CC1)OCCN2S(=O)(=O)c1cccs1,-2,x,x,12%,5%,x,-42,3,4%,x
CC1(c2ccc3noc(-c4ccc(Cl)cc4)c3c2)OCCO1,-3,10%,5%,-30%,-8%,0%,-8,27,-5%,1
N#Cc1cnn2c(-c3cccc(C(F)(F)F)c3)ccnc12,10,0%,3%,25%,6%,1%,9,-2,20%,-20
CN(CCN(C)C(C)(C)C)C(=O)C(c1ccccc1)c1ccccc1,3,-3%,-3%,-9%,u,1%,5,-1,5%,4
CCc1cc(CNC(=O)CC2C(=O)NCCN2Cc2ccccc2C(F)(F)F)on1 (stereo not given),-7,2%,-6%,-4%,-6%,3%,-4,1,2%,1
COc1ccc(S(=O)(=O)N2CCC(C(=O)Nc3cccc(C(C)=O)c3)CC2)cc1C,-12,3%,13%,-46%,4%,-3%,-3,u,-3%,4

# Screening results deposited in PubChem BioAssay by National Center for Advancing Translational Sciences (NCATS).
